# D2 antag – HTS Assay for Allosteric Antagonists of the Human D2 Dopamine Receptor: Primary Screen for Antagonists; hit rate 2% among 340,000; HEK293 TREx D2 cells, calcium flux, dopamine EC80; D(2) dopamine receptor (Homo sapiens), P14416; inhibition, % at 10 µM; AID 485344, 2010; in the data active means inhibition above about 30%; further: 0% is about no effect
# Target sequence (P14416 whole entry, looked up): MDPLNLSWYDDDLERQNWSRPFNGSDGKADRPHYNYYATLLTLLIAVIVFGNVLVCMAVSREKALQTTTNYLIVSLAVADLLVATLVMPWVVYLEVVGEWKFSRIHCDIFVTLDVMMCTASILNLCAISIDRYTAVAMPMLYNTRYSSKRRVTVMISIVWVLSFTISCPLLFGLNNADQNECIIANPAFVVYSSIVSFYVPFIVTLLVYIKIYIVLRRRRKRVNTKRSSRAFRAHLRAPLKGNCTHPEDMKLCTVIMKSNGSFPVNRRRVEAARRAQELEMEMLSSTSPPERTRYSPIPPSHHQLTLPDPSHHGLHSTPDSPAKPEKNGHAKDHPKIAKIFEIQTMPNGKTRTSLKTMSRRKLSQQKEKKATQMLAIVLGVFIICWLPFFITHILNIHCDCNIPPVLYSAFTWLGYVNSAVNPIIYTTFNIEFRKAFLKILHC
#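 Overnight-induced (tetracycline, 30 C) HEK293 T-REx cells carrying force-coupled D2 receive a no-wash calcium dye, then compound, then EC80 dopamine at 180 s; signals are read kinetically throughout.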
# D2 potentiator – HTS Assay for Positive Allosteric Modulators of the Human D2 Dopamine Receptor: Primary Screen for Potentiators | hit rate 0.34% among 340,000 | D(2) dopamine receptor (Homo sapiens), P14416 | potentiation, % at 10 µM | HEK293 T-REx D2, calcium flux, EC20 dopamine potentiation;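 active means potentiation over 3 SD above the plate norm, cut at about 30% in these data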; further: 0% is about no effect
#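 Using a no-wash calcium dye in inducible, force-coupled HEK293 Trex cells expressing D2, we tracked fluorescence each second for 180 s after compound, then for 180 s after EC20 dopamine to detect augmented signalling.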
# RXFP1 agonist – qHTS Assay for Agonists of the Relaxin Receptor RXFP1 | Relaxin receptor 1 (Homo sapiens), Q9HBX9 | Potency, µM (top dose mostly 57.5 µM), inactives show at the highest dose activation, most hits filed as activators | HEK293T-RXFP1 cAMP TR-FRET, 30 min; response scale: percent of porcine relaxin response, buffer zero | hit rate 0.3% among 370,000; active means well fitted activation curve with a large enough effect; inconclusive means small, poorly fitted or top-dose-only effect; further: potency means the concentration at half of the fitted maximal effect; on the % scale 0 is the no-effect control and ±100 the full control effect; nearly all actives have a fitted effect of over 60% in size; many of its hits are not listed in these tables
#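 cAMP rise read by TR-FRET after 30 min, 37C compound exposure (up to 58 uM) in RXFP1-transfected HEK293 cells with Ro 20174 present. EC50 from Hill-equation fits, with 29 nM porcine relaxin as 100% and buffer as basal.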
# RXFP1 antagonist – qHTS Assay for Antagonists of the Relaxin Receptor RXFP1 | Relaxin receptor 1 (Homo sapiens), Q9HBX9 | HEK293-RXFP1, relaxin-stimulated cAMP HTRF, 30 min; active compounds read low | activity change, negative = inhibition, % at 57.5 µM | hit rate 0.59% among 350,000;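 active means activity change of -60% or lower, but not beyond a set lower limit; inconclusive means change between -60% and -40%, or beyond the set limit; inactive means change above -40%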; further: on the % scale 0 is the no-effect control and ±100 the full control effect
# TRHR enhancer – qHTS for Small Molecule Agonists and Allosteric Enhancers of Human TRH Receptor: Primary Screen for Enhancers. Thyrotropin-releasing hormone receptor (Homo sapiens), P34981. TRHR cells, fluo-8 calcium fluorescence, EC20 TRH enhancement. hit rate 0.66% among 360,000. enhancement, % at 2 µM; in the data active means enhancement above about 30%; further: 0% is about no effect
#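 Enhancer read-out: after compound pinning and an initial kinetic agonist-mode read, an EC20 of TRH (10 nM final) was injected and fluo-8 calcium signal (Ex 480/Em 530) followed at 1 s/cycle for 100 cycles in TRHR-expressing cells.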
# D1 agonist – Allosteric Agonists of the Human D1 Dopamine Receptor: qHTS. HEK293 T-REx D1 cells, calcium flux, agonist mode. activation, % at 2 µM. hit rate 1% among 360,000. AID 504660, 2011; in the data active means activation above about 30%; further: 0% is about no effect
# Target sequence (P21728 whole entry, looked up): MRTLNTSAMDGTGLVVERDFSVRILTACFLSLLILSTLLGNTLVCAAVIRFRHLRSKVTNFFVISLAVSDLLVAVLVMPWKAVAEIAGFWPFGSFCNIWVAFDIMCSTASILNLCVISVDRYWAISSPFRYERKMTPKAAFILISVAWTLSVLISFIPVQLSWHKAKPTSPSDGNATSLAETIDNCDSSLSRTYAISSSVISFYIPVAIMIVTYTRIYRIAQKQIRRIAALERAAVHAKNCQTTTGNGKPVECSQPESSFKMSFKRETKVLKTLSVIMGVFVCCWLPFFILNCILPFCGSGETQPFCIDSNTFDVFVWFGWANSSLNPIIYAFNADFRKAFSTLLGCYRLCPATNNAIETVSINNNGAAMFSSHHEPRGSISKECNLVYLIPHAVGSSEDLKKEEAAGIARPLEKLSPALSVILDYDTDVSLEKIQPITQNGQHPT
#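 Inducible HEK293 T-REx D1 cells, force-coupled to calcium signalling, were plated at 4000 cells/well with tetracycline and held overnight at 30 C. After no-wash calcium dye loading, compound-evoked calcium rise over 180 s flagged agonists.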
# D1 PAM – Potentiators of Human D1 Dopamine Receptor: qHTS. D(1A) dopamine receptor (Homo sapiens), P21728. HEK293 TREx D1 cells, calcium flux, dopamine EC20 potentiation. potentiation, % at 10 µM. hit rate 0.036% among 360,000. AID 504651, 2011; in the data active means potentiation above about 30%; further: 0% is about no effect
# D1 antag – Antagonist of Human D 1 Dopamine Receptor: qHTS | activity change, negative = inhibition, % at 10 µM | AID 504652, 2011 | D(1A) dopamine receptor (Homo sapiens), P21728 | hit rate 3.2% among 360,000 | HEK293 TREx D1 cells, calcium flux, dopamine EC80; active compounds read low; in the data active means activity change below about -30%; further: on the % scale 0 is the no-effect control and ±100 the full control effect
#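 Tetracycline-induced HEK293 Trex D1 cells, force-coupled to calcium, dye-loaded; compounds added and read 180 s, then EC80 dopamine added and calcium flux tracked kinetically another 180 s.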
# D2 agonist – HTS Assay for Allosteric Agonists of the Human D2 Dopamine Receptor: Primary Screen for Agonists; HEK293 T-REx D2 cells, calcium flux agonist mode; activation, % at 2 µM; hit rate 0.53% among 340,000;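 active means activation over 3 SD above normal in the single-dose calcium agonist read, cut at about 30% in these data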; further: 0% is about no effect
#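 Tetracycline-induced HEK293 Trex cells with D2 receptor force-coupled to calcium signaling, plated overnight at 30 C and loaded with no-wash calcium dye. Calcium flux read kinetically for 180 s after compound addition; responses flag agonists.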
# Numbers without * were called inactive; ? = inconclusive; . = not tested or not shown; & = joins results of further samples; ! = not confirmed by another sample.
# Each structure is followed by: D2 antag, D2 potentiator, RXFP1 agonist, RXFP1 antagonist, TRHR enhancer, D1 agonist, D1 PAM, D1 antag, D2 agonist
COCc1ccc(C(=O)N2CCCC(Nc3ccc4c(c3)OCCO4)C2)o1 (configuration not stated)
→ 5, -5, 1.2%, -10, 24, 3, -5, -3, 0.2
O=C(NCCc1ccccc1)C1CCC(Cn2c(=O)c3ccccc3n(Cc3cccc(F)c3)c2=O)CC1 (configuration not stated)
→ 0, 8, 1.0%, 11, -6, 1, -4, 17, 0.3
Cc1cc2cc(CNC(=O)Cc3ccc([N+](=O)[O-])cc3)ccc2n1C
→ -6, -4, ?, -6, -1, 3, -14, -31*, -1.7
CCn1c(C)c(C)c2cc(C(=O)NCCc3ccco3)ccc21
→ 17, -21, -3.8%, 2, -4, -1, -5, -12, -0.2
COCCOC(=O)c1c(NC(=O)CN2CCc3ccccc32)sc(C(N)=O)c1C
→ 9, 2, 1.9%, -8, 15, 2, -8, -12, 0.1
CCOc1ccccc1CN1CCN(C2CCC2)CC1CCO (configuration not stated)
→ -2, -2, 0.6%, -6, -9, 0, -5, -2, -2.7
Cc1ccc(C)c(N2CN(CCC3=CCCCC3)CNC2=S)c1
→ -6, -5, -1.7%, 7, -6, 3, 2, -3, -1.6
Cc1nc2nc(SCC(=O)N3CCOCC3)nn2c(C)c1Cc1ccccc1
→ ., ., 4.0%, -9, 0, 5, -7, -14, .
CCc1cccc(C)c1Nc1c(-c2cccs2)nc2nc(C)cc(C)n12
→ ., 5, 14%, -20, 0, 0, 11, -2, -1.9
Cc1ccc(NC(=O)O/N=C/c2ccc(Br)cc2)cc1
→ -1, -2, 1.0%, -13, 8, 14, 4, 48, -0.9
CCCCn1c(=O)[nH]c(=O)c2c1nc(-c1ccc(OCCC)c(OCC)c1)n2CCOC
→ -21, 9, 16%, -17, -3, 0, 0, -21, 3.2
Cc1cccc(/C=N/NC(=O)c2ccc3c(c2)OCCO3)c1O
→ -3, -21, 1.0%, ., 6, 4, 0, 4, 0.4
Cc1cc(C)c(NC(=O)CCCN2C(=O)COc3ccc(C)cc32)c(C)c1
→ ., 18, 2.3%, -3, 22, 5, -1, 43, -1.2
Cc1cc(C)n(C(C)CC(=O)NCc2ccc(N(C)C)cc2)n1 (configuration not stated)
→ ., 3, -2.7%, -5, 8, -1, -4, -2, -0.4
Cc1ccc(C)c(S(=O)(=O)N2CCCOC2CNC(=O)C(=O)NCCN2CCOCC2)c1 (configuration not stated)
→ 13, 9, 0.6%, -7, 1, 2, -5, 6, -0.1
O=C(CS(=O)(=O)c1cn(Cc2cccc(F)c2)c2ccccc12)N1CCOCC1
→ -2, -12, 1.3%, 5, 29, 7, -7, -9, 1.1
Cc1cccc(-n2nnc(C(=O)Nc3ccc(F)cc3)c2N)c1
→ 1, 4, -0.2%, 1, -9, 5, -7, -3, -1.0
CN1CCN(C(=O)/C=C/c2ccccc2)CC1
→ -9, -4, 0.0%, 4, 5, 2, -2, 2, 0.7
CCCCCCOc1ccc(/C(N)=N/O)cc1
→ -8, 3, 2.5%, -11, 6, 0, -2, 3, 0.0
O=C(NC1CCc2ccccc21)C1CCN(S(=O)(=O)c2ccc(Cl)cc2)CC1 (configuration not stated)
→ -3, -10, 0.0%, -6, -2, 4, 3, -7, 0.4
O=C(Oc1ccccc1)N1CCN(c2ccccc2F)CC1
→ 20, -5, -0.7%, -6, 2, 2, 5, 6, -1.1
O=C(COc1ccccc1)Nc1ccc2c(c1)C(=O)N(CC1CCCO1)C2=O (configuration not stated)
→ 11, -14, 2.9%, -10, -7, 6, -3, -29, 0.4
N#Cc1nc(-c2ccccc2Cl)oc1N1CCN(C(=O)c2ccco2)CC1
→ 2, 1, 0.0%, -1, 1, 2, -1, -3, -1.6
CC(=O)C1=C(C)OC(N)=C(C#N)C1c1cc([N+](=O)[O-])ccc1Cl (configuration not stated)
→ -12, -12, -1.1%, -22, -2, 4, -8, -24, -1.6
Oc1nc(-c2ccc(Cl)cc2)n2ccncc12
→ -33, 18, 4.8%, -7, 1, 0, -6, -3, 1.1
CNS(=O)(=O)c1cccc(C(=O)Nc2cccc(Cl)c2)c1
→ ., ., -0.9%, -1, -5, 3, -6, -13, .
COc1cc(C2CC(=O)N3CN(c4ccccc4C)CSC3=C2C#N)cc(OC)c1OC (configuration not stated)
→ -5, 1, -0.9%, ., -3, 1, -1, -2, -0.7
Cc1ccc(-n2ncc3c(NC4CCCCC4)ncnc32)cc1
→ ., 8, 5.5%, -15, 0, -3, -2, 3, -0.4
COc1ccc(C(=O)Oc2c(Sc3ccc(C)cc3)c(C)nn2C(C)(C)C)c(OC)c1
→ ., 23, -2.9%, ., -8, 6, 0, 0, 3.0
COc1ccc(-c2nnc3n2N=C(c2cccc(Br)c2)CS3)cc1OC
→ ., ., 7.2%, ., 2, 2, -2, 3, .
CCCc1cc(C(N)=O)c(NC(=O)C2CCCO2)s1 (configuration not stated)
→ 10, 1, 3.2%, 9, 7, -3, -1, -12, 0.5
O=C(Nc1ccc(NC(=O)C2CC2)nc1)c1ccco1
→ ., ., -0.2%, -2, -3, 0, 0, -15, .
c1ccc(COC(CN2CCCCCC2)CN2CCCCCC2)cc1
→ 10, -10, 3.4%, 2, -1, 7, -3, -2, -0.4
CCOC(=O)Cc1csc(NC(=O)Nc2cccc(OC)c2)n1
→ -3, 6, 4.5%, -1, -2, 14, -4, -33*, -1.8
C=CCc1cccc(/C=N/NC(=O)CCCNc2ccc(C)cc2)c1O
→ -18, -15, -0.3%, 6, 5, 2, -6, 8, -0.8
Cc1cc(Nc2ccc(F)cc2C)n2ncnc2n1
→ ., ., 0.5%, ., 3, -3, -2, -15, .
Cc1nn(-c2ccccc2)c2sc(C(=O)N3CCCCC3)cc12
→ -11, 12, 0.5%, -3, 6, 0, -9, 0, 0.1
Cc1ccc(S(=O)(=O)Cc2ccc(C(=O)NCCCN3CCCC3=O)o2)cc1
→ 34*, -3, 2.2%, -1, -1, 1, -7, -30, 0.9
O=C(OCc1ccccc1F)c1ccc(-c2nnn(Cc3ccccc3)n2)cc1
→ ., 5, -0.9%, 3, 4, 3, 3, -1, -1.3
Oc1c(Br)cc(Br)cc1CNc1cccc2cccnc12
→ 1, 6, 2.9%, -5, -3, 9, 4, 0, 3.0
Cc1cccn2c(=O)c3cc(C#N)c(=O)n(-c4nnc(SCc5ccccc5F)s4)c3nc12
→ ., 0, ?, -8, -6, 13, 0, 18, 0.8
Cc1cc(C)cc(OC(=O)c2cc(-c3ccc(Cl)cc3)on2)c1
→ ., -7, -0.6%, ., -7, 3, 1, -10, 1.0
COc1cc(C(=O)NCCSc2ccccc2)cc(OC)c1OC
→ 5, 8, -1.2%, 3, -1, 4, 3, 6, 0.2
CC1CC(C)(C)NC(=S)N1CC(=O)N1CCN(Cc2ccccc2)CC1 (configuration not stated)
→ -6, 0, 1.2%, -14, -2, 5, -2, 11, -0.3
Cc1c(O)c(=O)ccn1C
→ 31*!, -14&10, 1.7%&0.0%, ., -10&-6, 3&3, -6&-1, -16&-7, 57*!
COC(=O)[C@H](C)NC(=O)Nc1ccc(OC)cc1OC
→ -13, 8, -1.1%, 5, -3, -1, 3, -7, -0.1
COc1ccc(-c2nnc(SCC(=O)N3CCCCC3)o2)cc1OC
→ -13, 11, 0.9%, -5, -8, 0, -5, -1, 0.5
COc1cccc2cc(C(=O)OCc3ccccc3)c(=O)oc12
→ -2, 6, 0.5%, 7, -6, 4, 1, -5, -1.0
COc1ccc(CNC(=O)c2cc3c(=O)n(Cc4cccs4)ccc3nc2C)cc1
→ ., 8, 0.3%, 10, 5, 1, -4, 12, -0.2
[N-]=[N+]=NC[C@H](Cc1ccccc1)N1CC[C@@H](NC(=O)OCc2ccccc2)CCC1=O
→ -12, -2, 0.5%, ., 0, 1, 7, 3, 0.5
COc1c2ccoc2nc2c(OC)c(OC[C@@H](O)C(C)(C)O)ccc12
→ -7, -2, 5.2%, ., -2, -1, -5, 30, -0.2
Cc1nn(CC(=O)NCC(C)c2ccccc2)c(=O)c2cc3ccccc3n12 (configuration not stated)
→ ., -1, 4.3%, 2, 30, -1, -3, 26, -0.3
CC1CCN(CCNC(=O)C2CCCN(S(=O)(=O)c3cccc4nonc34)C2)CC1 (configuration not stated)
→ 8, -18, 1.5%, -1, 3, 2, 7, 30, 6.9
CC(=O)c1ccc(N2CCN(C(=O)CCCc3nc4ccccc4s3)CC2)cc1
→ ., ., -2.2%, 1, -3, 6, -7, -20, .
COc1cccc2cc(C(=O)OC(C)C(=O)c3ccc(C)cc3)c(=O)oc12 (configuration not stated)
→ 7, 10, 0.3%, 0, 0, 3, 4, -4, -1.5
Cc1cccc(NC(=O)c2ccc(OCc3c(C)noc3C)cc2)c1
→ 13, 0, -0.3%, 8, -1, 9, -8, -7, 0.1
CCN1C(=O)c2ccccc2S(=O)c2ccc(C(=O)NCc3ccccn3)cc21 (configuration not stated)
→ -15, -18, 0.2%, -6, 1, 2, 7, -1, -1.5
O=C1C2C3CCC(C3)C2C(=O)N1CNc1ccccc1 (configuration not stated)
→ -9, -6, 1.3%, -12, 6, 3, -2, -12, -0.1
CCCCSCCCNC(=O)c1cn(CC)c2ccc(S(=O)(=O)N(C)C3CCCCC3)cc2c1=O
→ ., 4, 1.3%, ., -3, 12, 6, 10, 1.3
CCN1C(=O)N(CC)C2C1N(CO)C(=O)N2CO (configuration not stated)
→ -2, 10, 8.5%, 1, -2, 2, 1, 34, 1.0
COCCCNC(c1ccccc1)c1ccncc1 (configuration not stated)
→ 8, -11, 1.6%, 3, 6, 0, -2, -1, 1.2
Cn1nc(C(=O)NC2CCCc3ccccc32)ccc1=O (configuration not stated)
→ -21, 1, 4.3%, -11, -5, 4, -4, 7, 0.1

# An excerpt from the list above:
# Each structure is followed by: D2 antag, D2 potentiator, RXFP1 agonist, RXFP1 antagonist, TRHR enhancer, D1 agonist, D1 PAM, D1 antag, D2 agonist
Cc1c(O)c(=O)ccn1C
→ 31*!, -14&10, 1.7%&0.0%, ., -10&-6, 3&3, -6&-1, -16&-7, 57*!
COC(=O)[C@H](C)NC(=O)Nc1ccc(OC)cc1OC
→ -13, 8, -1.1%, 5, -3, -1, 3, -7, -0.1
COc1ccc(-c2nnc(SCC(=O)N3CCCCC3)o2)cc1OC
→ -13, 11, 0.9%, -5, -8, 0, -5, -1, 0.5

# An excerpt. The share of hits here may be higher or lower than overall.
